Pin1 inh – qHTS Assay to Find Inhibitors of Pin1; 390,000 tested, 0.009% active; Peptidyl-prolyl cis-trans isomerase NIMA-interacting 1 (Homo sapiens), Q13526; Pin1 FP peptide displacement, HiFluor488, 10 min; Potency, µM (doses to about 115 µM), for the others: at the highest dose activity, negative = inhibition, most hits filed as inhibitors; active means well fitted inhibition curve with a large enough effect in the polarisation, with a control signal flat, not every such curve was filed as active; inconclusive means small, poorly fitted or top-dose-only effect, or effect the other way, or a change in a side signal; inactive means no such curve, though single readings can be large or run the other way; the % refers to the polarisation; further: on the % scale 0 is the no-effect control and ±100 the full control effect
Target sequence (Q13526 whole entry, looked up): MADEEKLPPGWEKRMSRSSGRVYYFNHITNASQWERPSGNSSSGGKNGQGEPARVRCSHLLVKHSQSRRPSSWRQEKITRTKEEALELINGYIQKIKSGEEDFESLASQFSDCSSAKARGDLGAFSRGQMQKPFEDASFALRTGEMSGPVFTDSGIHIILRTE
HP1b binding inh – HTS for Inhibitors of HP1-beta Chromodomain Interactions with Methylated Histone Tails | Chromobox protein homolog 1 (Homo sapiens), P83916 | AlphaScreen HP1-beta / biotin-H3K9me3 peptide binding | Potency, µM (top dose mostly 114 µM), for the others: at the highest dose activity change, negative = inhibition, actives largely listed as inhibitors | 390,000 tested, 0.56% active | AID 540317, 2011; further: nearly all actives have a fitted effect of over 70% in size; inactives centre near 23
Target sequence (P83916 whole entry, looked up): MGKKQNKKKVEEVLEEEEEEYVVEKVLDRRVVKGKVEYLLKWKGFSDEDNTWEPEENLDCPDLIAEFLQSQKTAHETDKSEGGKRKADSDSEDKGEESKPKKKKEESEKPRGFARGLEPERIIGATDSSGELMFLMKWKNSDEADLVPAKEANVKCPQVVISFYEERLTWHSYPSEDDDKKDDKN
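Compound inhibition of the preformed complex between 50 nM HP1-beta and 50 nM biotinylated H3K9me3 peptide was read by AlphaScreen. Buffer was PBS pH 7.4 with 0.01% Tween-20. Incubations ran 30 min at room temperature, with 10 ug/mL donor/acceptor beads.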
GLS inhibitor – qHTS for Inhibitors of Glutaminase (GLS); Glutaminase kidney isoform, mitochondrial (Homo sapiens), O94925; 410,000 tested, 0.21% active; Potency, µM (highest dose often 45.5 µM), for the others: top-dose activity change, negative = inhibition, most hits filed as inhibitors; AID 624170, 2012; GLS enzymatic activity, qHTS titration; further: on the % scale 0 is the no-effect control and ±100 the full control effect
Target sequence (O94925 whole entry, looked up, canonical isoform): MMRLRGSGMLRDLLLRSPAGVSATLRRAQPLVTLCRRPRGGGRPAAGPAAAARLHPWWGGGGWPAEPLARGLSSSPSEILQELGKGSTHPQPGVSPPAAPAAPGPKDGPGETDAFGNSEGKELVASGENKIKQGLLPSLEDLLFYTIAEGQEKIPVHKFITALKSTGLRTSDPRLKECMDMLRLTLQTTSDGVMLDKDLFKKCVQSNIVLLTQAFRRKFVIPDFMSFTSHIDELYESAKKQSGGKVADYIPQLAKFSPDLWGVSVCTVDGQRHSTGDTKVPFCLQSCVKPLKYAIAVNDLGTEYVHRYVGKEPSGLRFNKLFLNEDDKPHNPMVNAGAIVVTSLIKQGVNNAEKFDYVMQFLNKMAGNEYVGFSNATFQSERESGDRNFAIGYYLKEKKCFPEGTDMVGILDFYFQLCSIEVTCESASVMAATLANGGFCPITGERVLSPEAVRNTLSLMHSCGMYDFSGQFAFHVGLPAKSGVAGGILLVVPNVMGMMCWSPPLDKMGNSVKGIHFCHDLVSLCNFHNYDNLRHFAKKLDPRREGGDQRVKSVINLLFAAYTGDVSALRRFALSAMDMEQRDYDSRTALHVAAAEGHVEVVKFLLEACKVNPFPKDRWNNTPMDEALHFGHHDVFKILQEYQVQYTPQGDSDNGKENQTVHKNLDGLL
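Human kidney-isoform GLS in 45 mM KH2PO4 pH 8.2, 0.02% Tween-20, with compound, started with 1mM L-Glutamine (added stock). Glutamate oxidase/HRP/Amplex red coupled fluorescence read at start and after 30 min at RT.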
Tb PGK inh – qHTS Assay to Find Inhibitors of Phosphoglycerate Kinase | Phosphoglycerate kinase, glycosomal (Trypanosoma brucei brucei), P07378 | PGK/GAPDH coupled, Kinase-Glo luminescence, 60 min | Potency, µM (doses to about 57.5 µM), without a hit: at the top dose activity change, negative = inhibition, usual class: inhibitors | 380,000 tested, 0.043% active | AID 602233, 2012; further: on the % scale 0 is the no-effect control and ±100 the full control effect; nearly all actives have a fitted effect of over 60% in size
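Luminescent ATP detection (Kinase-Glo Plus) follows a 60-minute room-temperature incubation, with wells lacking PGK as controls. Buffer: 100 mM TEA (pH 7.6), 5 mM MgCl2, 0.01% Tween-20. Coupling enzyme GAPDH (100 nM final) supplies unstable 1,3-BPG in-well.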
ERG-DNA inh – qHTS for Small Molecule Inhibitors of the ERG Ets/DNA interaction; Transcriptional regulator ERG (Homo sapiens), P11308; fluorescence polarization, His-ERG Ets domain / labelled DNA; Potency, µM (highest dose often 76.9 µM), inactives show at the top dose FP activity, negative = inhibition, hits mostly inhibitors; 370,000 tested, 0.028% active; active means well fitted inhibition curve with a large enough effect in the polarisation, with a control signal flat; inconclusive means small, poorly fitted or top-dose-only effect, or effect the other way, or a change in a side signal; inactive means no such curve, though single readings can be large or run the other way; the % refers to the polarisation;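 further: polarization taken with two DNA probes labelled with fluorescein and Texas red; % of control where 0% means no effect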
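His-tagged ERG Ets domain (1 uM in the protein solution; 300mM KCl, 50mM Tris-HCl, 1mM EDTA, 1mM DTT, pH 7.5) received compound, then a probe mix of 5 nM fluorescein-DNA and 100nM Texas-615-DNA. Fluorescence polarization was read for both dyes.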
rTrxR1 inhibitor – qHTS Assay for Inhibitors of Mammalian Selenoprotein Thioredoxin Reductase 1 (TrxR1): qHTS. Thioredoxin reductase 1, cytoplasmic (Rattus norvegicus), O89049. 390,000 tested, 1% active. recombinant rTrxR1, NADPH fluorescence consumption, selenite substrate. AID 588453, 2011. Potency, µM (top dose mostly 114 µM), for inactives: at the top dose activity change, negative = inhibition, usual class: inhibitors; further: on the % scale 0 is the no-effect control and ±100 the full control effect; nearly all actives have a fitted effect of over 65% in size
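Rat TrxR1 (90 nM in the dispensed reagent) was pre-reduced with 400 uM NADPH for 5 min at room temperature, then incubated with compound for 15 min. After 400 uM selenite was added, NADPH fluorescence (Ex 340/Em 450 nm) was followed for 8 min.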
RGS4 inhibitor – Inhibitors of Regulator of G Protein Signaling (RGS) 4: qHTS | Transcreener GDP fluorescence polarization, RGS4-accelerated GTP hydrolysis | Potency, µM (top dose mostly 114 µM), without a hit: at the top dose activity change, negative = inhibition, most hits filed as inhibitors | 390,000 tested, 0.039% active | Regulator of G-protein signaling 4 (Homo sapiens), P49798 | AID 504845, 2011; further: on the % scale 0 is the no-effect control and ±100 the full control effect; nearly all actives have a fitted effect of over 75% in size; some results filed as inactive show a strong effect at the top dose
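MLSMR compounds (23 nl, pin-transferred) preincubated 10 min at room temperature with a 500nM (2x) first reagent, then RGS4 at 900nM (2x) plus Transcreener GDP mix added; fluorescence polarization (620/688 nm) read before and after 90 min at 30 °C.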
JMJD2A Tudor – qHTS Assay for Inhibitors of JMJD2A-Tudor Domain. Lysine-specific demethylase 4A (Homo sapiens), O75164. AlphaScreen JMJD2A-Tudor / H3K4me3 peptide binding. Potency, µM (top dose mostly 114 µM), for the others: at the top dose activity change, negative = inhibition, usual class: inhibitors. 390,000 tested, 4.4% active. AID 504339, 2011; further: on the % scale 0 is the no-effect control and ±100 the full control effect; nearly all actives have a fitted effect of over 50% in size
ALOX12 inh – Primary qHTS assay for inhibitors of human arachidonate 12S-lipoxygenase (ALOX12): Round 2; purified 12hLO, xylenol orange hydroperoxide absorbance; Potency, µM (series often up to 108 µM), inactives show at the highest dose activity change, negative = inhibition, hits mostly inhibitors; 580,000 tested, 1.1% active; AID 1671190, 2021; further: on the % scale 0 is the no-effect control and ±100 the full control effect
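Purified human 12hLO (150 nM final) in 25 mM Hepes, 0.01% Triton X-100, pH 7.0 was preincubated 15 min at room temperature with compound. Then 40 uM arachidonic acid was added, 30 min. Hydroperoxide was read by Fe-XO absorbance ratio 573/405 nm.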
* = called active by the depositor; i = inactive; ? = inconclusive; . = not tested or not shown; & = joins results of further samples; [ ] = remark or other dose. Unless noted, the call rests on the fitted dose curve; in most records, active means well fitted curve in the direction sought with a large enough effect; inconclusive means small, poorly fitted or top-dose-only effect, or another doubt; inactive means no such curve, though single readings can be large; an effect the other way counts as inactive or inconclusive. Potency means the concentration at half of the fitted maximal effect. A portion of the library. The share of hits here may be higher or lower than overall.

Second line of a record – Pin1 inh	HP1b binding inh	GLS inhibitor	Tb PGK inh	ERG-DNA inh	rTrxR1 inhibitor	RGS4 inhibitor	JMJD2A Tudor	ALOX12 inh
> COc1ccc(OCC(=O)N(C)CC2COc3ccccc3O2)cc1 (centres undefined)
    0%	38%[activator]	4%	0%	9%	-9%	41%	-3%	359%[activator]
> CCOC(=O)C1C(=O)OC(C)(C)C1C(C)C(=O)c1ccc(OC)cc1 (centres undefined)
    0%	40%	-4%	-7%	-5%	7%	-4%	0%	3%
> O=C(CCCn1c(=O)c2sccc2n(CC(=O)NCC2CCCO2)c1=O)NCc1ccco1 (centres undefined)
    -5%	24%	8%	0%	-7%	-12%	-3%	-8%	-9%
> COc1cccc(NC(=O)CN2CCN(S(=O)(=O)c3ccc(F)cc3)CC2)c1
    1%	14%	3%	7%	-6%	8%[57.1 µM]	18%	-8%	8%[57.4 µM]
> COc1ccc(CCNC(=O)c2ccc(OCC(=O)N3CCOCC3)c(OC)c2)cc1OC
    0%	24%	9%	-7%	0%	27%	-25%	-1%	4%
> CCc1nnc(NC(=O)CSc2nnc(Cc3ccccc3)n2-c2ccc(OC)cc2)s1
    2%	24%	9%	-9%	-7%	-2%	13%	-8%	0%
> O=S(=O)(NCC(c1ccco1)N1CCOCC1)c1ccc(F)cc1 (centres undefined)
    -17%	5%	-3%	-3%	2%	11%[57.1 µM]	-32%	-15%	-9%
> CN1CCC(=O)N([C@H](CN=[N+]=[N-])c2ccccc2)CC1
    -6%	40%[activator]	2%	-9%	-5%	-14%[57.1 µM]	-7%	-17%	11%
> CCSc1nnc(-c2cc(Br)ccc2NC(C)=O)c(=O)[nH]1
    -3%	30%	4%	-8%	4%	1%	7%	0%	-24%&-11%
> Cc1cc(C)n2nc(C(=O)OCC(=O)N(C)Cc3ccccc3)nc2n1
    3%	21%	2%	-8%	-2%	-6%[57.1 µM]	8%	-8%	11%
> COc1ccc(C)cc1NC(=O)NNC(=O)C(C)Oc1ccc([N+](=O)[O-])cc1 (centres undefined)
    6%	39%	-9%	i	-16%	13%	12%	-21%	86%[activator]
> CCN1C(=O)[C@@H]2[C@H](C1=O)[C@@H]1C(=O)Nc3ccccc3C(=O)N1[C@@H]2c1cccc(OC)c1
    -3%	20%	-6%	3%	-20%	15%	-39%	-20%	-5%
> Cc1cc(C)n(-c2nc3c(c(=O)n(C)c(=O)n3C)n2CCO)n1
    -5%	10%	-19%	-2%	-14%	7%[57.1 µM]	-13%	1%	16%&-12%
> CC1S/C(=N/N=C/c2ccco2)NC1=O (centres undefined)
    -1%	29%	2%	-6%	-1%	3%[57.1 µM]	6%	-18%	2%
> Cc1ccc(CNC(=O)c2cc(-c3ccccc3C)n(CC3CC(c4cccc([N+](=O)[O-])c4)=NO3)n2)cc1 (centres undefined)
    -1%	9%	3%	3%	-3%	17%	-15%	-28%	-14%
> Cc1ccc(C(=O)NNC(=O)CCC(=O)Nc2cc(C)on2)cc1
    -1%	29%	-4%	7%	0%	-2%	-5%	-1%	1%
> Cc1cccc(NC(=O)CN2CCN(C(=O)c3ccc(-c4nc5ccccc5s4)o3)CC2)c1C
    37%[activator]	-3%	8%	4%	-8%	-16%[57.1 µM]	-16%	-32%	-15%
> CCOC(=O)c1cc(S(=O)(=O)N2CCN(c3ccccc3)CC2)[nH]n1
    0%	3%[57 µM]	25%	-6%	-2%	-8%[57.1 µM]	23%	-16%	-21%
> COc1ccccc1N1CCN(/N=C/c2c(C)nn(-c3ccccc3)c2C)CC1
    -5%	18µM*	23%	-7%	6%	7%[57.1 µM]	-12%	40µM*	0%
> O=C(Cc1cccc2ccccc12)NCCC1=CCCCC1
    -8%	46%[activator]	2%	-8%	5%	-18%	-5%	-6%	3%
> CSc1nc2c(cc1C#N)C(=O)CC(C)(C)C2
    -1%	52%[activator]	-5%	1%	1%	10%[57.1 µM]	-26%	5%	0%
> O=C(CCSc1ccccc1Cl)NNC(=O)c1ccncc1
    1%	36%[activator]	22%	7%	9%	-3%	3%	-4%	11%
> COc1cccc(N2CCN(C(=O)c3cccc(-n4c(C)nc5cccnc54)c3)CC2)c1
    -2%	29%	15%	1%	0%	26%	-18%	3%	-21%
> Cc1ccc(C2(C)NC(=O)N(Cc3c(C)noc3C)C2=O)cc1 (centres undefined)
    3%	31%	-8%	1%	6%	4%	-25%	9%	-20%
> COCCn1c(=NC(=O)C(C)(C)C)sc2cc([N+](=O)[O-])ccc21
    -9%	-2%	3%	-2%	-16%	13%	-7%	-14%	-5%
> O=C(Cc1c(C(=O)O)[nH]c2ccc(Cl)cc12)Nc1ccc2c(c1)OCCO2
    -14%	5%	23%	2%	-6%	-4%	7%	-24%	0%
> O=C(COCc1cc(-c2cccs2)on1)Nc1cc(C(F)(F)F)ccc1Cl
    12%	86%[activator]	-4%	i	5%	6%	-21%	47%[activator]	-10%
> CC(Sc1nnc(C2CC2)n1C1CC1)C(=O)N(C)C1(C#N)CCCCC1 (centres undefined)
    -1%	26%	-2%	-2%	18%	-2%	-3%	-21%	30%
> Cc1noc2ncnc(NCc3ccccc3Cl)c12
    -1%	15%	0%	7%	0%	4%	-4%	-13%	-31%
> COc1cccc(C(C(=O)NC2CCCCC2)N(C(=O)c2cccs2)c2ccc3c(c2)OCO3)c1 (centres undefined)
    0%	8%	-1%	-2%	-3%	1%	14%	-4%	-10%
> O=C1c2ccccc2C(=O)c2cc(N3CCCCC3)ccc21
    ?	?	0%	-10%	17%	-23%	2%	13µM*	?
> COC(=O)Nc1ccc(S(=O)(=O)n2cnc3ccccc32)cc1
    -2%	17%	3%	-8%	-9%	14%	17%	-8%	0%
> CN1C(=O)c2oc3ccccc3c(=O)c2C1c1ccncc1 (centres undefined)
    0%	10%	-3%	i	-6%	?	?	56µM*	.
> Clc1ccc(CN2CCc3nc(N4CCN(c5ccccn5)CC4)ncc3C2)cc1
    7%	35%	-1%	1%	2%	8%[57.1 µM]	8%	?	3%
> C/C(=N\N1C(=O)c2ccccc2NC1c1ccco1)c1ccccc1O (centres undefined)
    2%	?	2%	-2%	0%	11%	19%[56.9 µM]	?	2%
> CCOc1ccc(NC(=O)CSc2nc(=O)n(Cc3ccccn3)c3c2CCC3)cc1
    3%	28%	1%	0%	-3%	10%	-25%	-16%	-3%
> O=C(Cc1ccc(NC(=O)C2CCCN(C(=O)C3CCCC3)C2)cc1)Nc1cccc(C(=O)N2CCCCC2)c1 (centres undefined)
    11%	11%	-1%	-5%	0%	11%	-41%	-22%	-3%
> COc1cccc(C(C(=O)NC(C)(C)C)N(C(=O)CCC(=O)Nc2cc(C)on2)C(C)C)c1OC (centres undefined)
    0%	22%	16%	i	0%	-14%	10%	-11%	0%
> N=C1/C(=C\c2ccc(OC(=O)c3ccc(F)cc3)cc2)C(=O)N=C2SC(N3CCOCC3)=NN12
    1%	39%[activator]	-21%	0%	-2%	20%	14%	2%	-7%
> Cc1ccccc1CC1(CO)CCCN(C(=O)CCC(=O)c2ccccc2)C1 (centres undefined)
    1%	8%	4%	i	-5%	13%	9%	-12%	-5%
> O=C(N/N=C/c1cccnc1)C1CCCCC1
    -1%	28%	-6%	7%	-5%	8%[57.1 µM]	-15%	-4%	58%[activator]
> CN1CCN(C2=CC(=O)OC23CCCCC3)CC1
    2%	43%[activator]	6%	8%	-6%	9%	14%	8%	?
> CCc1nn(-c2ccccc2)c(=S)c2ccccc12
    0%	-23%[57 µM]	-9%	-4%	4%	1%	12%	?	-16%
> COc1ccc(C(=O)CCC(=O)Nc2cccc(C(C)=O)c2)cc1
    10%	33%	-3%	-9%	2%	-4%[57.1 µM]	-17%	-4%	-27%

Assay outcomes deposited in PubChem by National Center for Advancing Translational Sciences (NCATS).
